From PubChem BioAssay
Tat export inh: E. coli Tat export inhibitors, primary screen, MC4100, TorA-mCherry reporter, fluorescence, single point. inhibition, % at 10 µM. AID 488895, 2010. actives 0.036% (n = 340,000);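 active means mean replicate inhibition at least 50% and at least half of replicates individually reaching 50%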;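 further: exported cargo escapes ClpAP degradation while cytoplasmic cargo is degraded and loses fluorescence; 0% = median of neutral control wells and 100% = median of NaSCN control wells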
MITF act: activators of MITF-driven TRPM1 promoter reporter, primary screen, cell-based, SK-MEL-5, luciferase, single point; actives 0.75% (n = 300,000); SK-MEL-5 TRPM1-promoter luciferase, 24 h; % of positive control, neutral wells = 0; activation, % at 12.5 µM; AID 588334, 2011;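 active means mean activation of at least 80% with every replicate also reaching 80%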;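 further: 0% = neutral control wells and 100% = parthenolide positive control wells; values of inactives mirror those of a sister screen read the other way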
SR-BI uptake up: activators of SR-BI mediated DiI-HDL uptake, primary screen, ldlA[mSR-BI] CHO cells, DiI fluorescence; activation, % at 12.5 µM; AID 504775, 2011; actives 0.096% (n = 320,000); 3 h; 100 = double the neutral-control signal;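 active means mean replicate activation of at least 60% and every replicate at or above 60%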;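 further: 0% = median plate neutral-control signal and 100% = twice that signal; values of inactives mirror those of a sister screen read the other way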
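Assay system: LDL receptor-deficient CHO ldlA cells overexpressing murine SR-BI / Medium: BSA-supplemented, HEPES-buffered Ham's F12, pH 7.4 / Probe or stimulus: DiI-labelled HDL at 10 µg/mL final / Timing: compound with DiI-HDL co-incubation, 3 h at 37 °C / Technique: bottom-read cell fluorescence after medium removal, ex 550/em 595 nm / Measure: HDL uptake via cellular fluorescence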
Ecoli viability: E. coli V3065 growth inhibition, primary screen, counter-screen for AddAB inhibitor project, absorbance, OD600 | 18 h | inhibition, % at 11.9 µM | actives 0.27% (n = 330,000);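 active means inhibition above the campaign's mean inhibition across all tested compounds plus 3 SD, cut at about 9.9% in these data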;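 further: uninfected addAB+ strain grown without phage in ampicillin broth; 0% = DMSO wells and 100% = ciprofloxacin 0.95 µg/ml wells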
CAL PDZ FP-1: untagged CAL PDZ binding inhibitors, primary screen, biochemical, fluorescence polarization, HTS | Golgi-associated PDZ and coiled-coil motif-containing protein (Homo sapiens), Q9HD26 | AID 602252, 2012 | purified CAL PDZ, TMR-peptide fluorescence polarization, 1 h | actives 0.92% (n = 300,000) | inhibition, % at 24.9 µM;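 active means mean inhibition of at least 30% with at least half of replicates also reaching 30%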;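 further: 0% = DMSO neutral control and 100% = excess unlabeled competitor peptide PRC23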
AddAB inh: growth inhibition of E. coli expressing H. pylori AddAB, primary screen, AddAB inhibitor project, absorbance | inhibition, % at 11.9 µM | actives 0.29% (n = 330,000); in the data active means inhibition above about 12%;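 further: 0% = vehicle wells of infected cells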
SR-BI DiI inh: inhibitors of SR-BI mediated HDL lipid uptake, primary screen, ldlA[mSR-BI] cells, fluorescence, single point | Scavenger receptor class B member 1 (Mus musculus), Q61009 | ldlA[mSR-BI] CHO cells, DiI-HDL uptake fluorescence, 3 h | inhibition, % at 12.5 µM | actives 0.96% (n = 320,000);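 active means mean replicate inhibition of at least 70% and a set share of replicates each scoring 70 or more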;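 further: 0% = median of neutral control wells and 100% = median of positive control wells; values of inactives mirror those of a sister screen read the other way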
Target sequence (Q61009 whole entry, looked up): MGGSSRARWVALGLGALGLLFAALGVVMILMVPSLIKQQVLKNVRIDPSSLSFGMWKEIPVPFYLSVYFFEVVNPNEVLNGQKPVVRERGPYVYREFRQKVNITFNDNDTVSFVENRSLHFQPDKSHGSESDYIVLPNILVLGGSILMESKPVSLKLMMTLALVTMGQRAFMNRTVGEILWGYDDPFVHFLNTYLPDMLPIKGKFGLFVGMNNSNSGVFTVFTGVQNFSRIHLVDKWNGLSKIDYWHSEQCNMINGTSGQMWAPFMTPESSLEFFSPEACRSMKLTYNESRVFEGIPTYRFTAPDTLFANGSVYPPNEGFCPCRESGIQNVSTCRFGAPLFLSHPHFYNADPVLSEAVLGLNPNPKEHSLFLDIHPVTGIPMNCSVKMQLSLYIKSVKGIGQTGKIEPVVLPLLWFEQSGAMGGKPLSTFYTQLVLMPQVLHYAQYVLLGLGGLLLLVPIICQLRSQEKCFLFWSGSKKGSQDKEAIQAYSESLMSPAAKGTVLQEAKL
phage Ecoli inh: growth loss of phage-infected E. coli, primary screen, RecBCD inhibitor project, absorbance, with phage, HTS | inhibition, % at 11.9 µM | actives 0.26% (n = 360,000); in the data active means inhibition above about 11%
Wnt bcat act: Wnt/beta-catenin pathway activators, primary screen, cell-based, plate reader, single point. Wnt/beta-catenin reporter cell assay, activator. activation, % at 9.35 µM. actives 1.2% (n = 300,000). AID 743398, 2014; in the data active means activation above about 30%, passing the limit was not always enough;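 further: 0% = neutral control wells and 100% = positive control wells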
CAL PDZ FP-2: CAL PDZ peptide-binding inhibitors, primary screen, biochemical, fluorescence polarization, Cer-tagged CAL PDZ, HTS. purified CAL PDZ, TMR-peptide fluorescence polarization, 1 h. inhibition, % at 20 µM. actives 0.02% (n = 330,000). AID 504414, 2011. Golgi-associated PDZ and coiled-coil motif-containing protein (Homo sapiens), Q9HD26;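 active means highest replicate inhibition of at least 40%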;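 further: plate controls were DMSO neutral control wells for no effect and unlabeled competitor peptide control wells for full effect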
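Assay system – tagged CAL PDZ protein CerCALP, purified · Timing – 1 h at RT · Compound – single point, 20 µM · Measured by – fluorescence polarization from S- and P-plane intensities, G-factor corrected · Evaluation – inhibition from polarization loss · Probe or stimulus – TMR reporter peptide T*-PRC34 · Buffer or medium – pH 7.4 phosphate-saline buffer, reducing agent, detergent, IgG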
* hit, by the source's call; x = not tested or not shown; & = joins results of further samples; ! = not active in a repeat.

SMILES	Tat export inh	MITF act	SR-BI uptake up	Ecoli viability	CAL PDZ FP-1	AddAB inh	SR-BI DiI inh	phage Ecoli inh	Wnt bcat act	CAL PDZ FP-2
COc1cccc(NC(=O)CCC(=O)Nc2cc(OC)c(NC(=O)c3cccs3)cc2OC)c1	-5	1	-13	x	3	x	13	2.3	1	-0.7
CC(C)N1CCC(=NNc2ccc([N+](=O)[O-])cc2S(=O)(=O)N2CCOCC2)CC1	5	-5	-2	-1.0	0	0.1	2	1.2	-3	0.3
COC(=O)CCCc1nc2ccccc2s1	4	22	11	-0.6	2	3.2	-11	2.1	x	x
CC(NC(=O)c1ccc(F)cc1)C(=O)NC1=NCCS1 (centres undefined)	-9	4	14	-0.3	-4	-0.5	-14	1.5	-2	0.1
Cc1ccccc1N1CCN(C2CCCN(C(=O)c3cnsn3)C2)CC1 (centres undefined)	-9	-5	-9	0.6	-3	3.0	9	1.8	-1	-1.4
Cc1cc(C)c(C)c(S(=O)(=O)N2CCC(C(=O)Nc3ccccc3N3CCOCC3)CC2)c1C	4	-4	-54	-0.6	0	1.9	54	1.3	x	-2.7
Cc1cc2c(cc(C(=O)NCCCN3CCOCC3)n2Cc2ccc(Cl)cc2)o1	-6	14	-12	-2.7	-4	1.3	12	1.2	x	x
CCOc1ccc(OCC)c(NC(=O)CN2CCC(NC(=O)c3cccc(F)c3)CC2)c1	10	-18	-48	-1.8	5	1.9	48	0.9	-3	-0.8
Cc1ccc(NC(=O)C2CC(Cl)=CCC2C(=O)O)c([N+](=O)[O-])c1 (centres undefined)	1	12	-5	0.3	-3	-1.7	5	6.4	-2	0.0
Clc1ccc(OCCN2CCN(c3ncnc4sccc34)CC2)cc1	-3	x	13	-3.2	5	1.7	-13	5.3	x	-0.1
CC(=O)Nc1ccc(NC(=O)C(C)OC(=O)c2ccc(-n3cnnn3)cc2)cc1 (centres undefined)	-1	-1	-36	-1.1	-2	0.5	36	4.3	-4	-3.0
CC(=O)Nc1cccc2c1C(=O)N(c1ccc(OC(C)=O)cc1)C2=O	-8	12	12	-0.1	0	-0.2	-12	2.6	-1	-1.2
O=C(CC1NCCNC1=O)Nc1cccc([N+](=O)[O-])c1 (centres undefined)	5	14	9	1.5	-2	2.3	-9	2.8	-1	0.5
COc1cccc(CSc2nc3ccccc3cc2C=O)c1	0	x	14	-3.2	x	1.6	-14	2.6	-3	-1.0
CC(=O)c1ccc(Nc2nc3ccc(C)cc3n3cnnc23)cc1	0	25	-28	-0.3	1	0.8	28	-1.5	3	0.3
CC(=O)Nc1ccc(NC(=O)C2C3C=CC(C3)C2C(=O)O)cc1 (centres undefined)	-6	-3	19	3.3	-1	3.4	-19	-0.9	0	x
CC(C)(Oc1ccc(Cl)cc1)C(=O)N1CCC(C(N)=O)CC1	-11	-11	11	-2.0	-4	-2.6	-11	0.1	0	-1.4
CC(C)(CSc1nncn1N)NS(=O)(=O)c1ccc(Cl)cc1	8	-7	5	0.8	-1	5.2	-5	0.9	x	-0.3
CN(C)C(CNc1ccc(S(C)(=O)=O)cc1[N+](=O)[O-])Cc1ccccc1 (centres undefined)	3	-5	-13	0.1	x	4.0	13	0.0	0	-0.1
COc1ccc(CN2CCN(Cc3ccccc3C(F)(F)F)CC2)c(OC)c1	0	-3	4	0.8	-7	0.5	-4	-4.0	-1	-0.4
COc1cccc(C=NNC(=O)c2ccncc2)c1O	-9	-4	-31	x	x	x	31	-3.6	-2	-1.0
CCCc1cc(-c2nc(-c3ccc(Br)cc3)cs2)ccn1	1	0	41	-0.4	0	5.9	-41	1.5	x	-2.5
O=C(OCc1cccc(C(F)(F)F)c1)c1ccc[nH]c1=O	3	17	x	0.8	-4	5.2	x	5.7	0	-1.7
CN(C1CCCCC1)S(=O)(=O)c1ccc(NC(=O)Cn2nc(-c3ccc(F)cc3)ccc2=O)cc1	6	9	-20	-2.1	1	0.0	20	2.3	-5	1.5
Cc1csc2nc(CN3CCN(CC(=O)N(C)C)CC3)cc(=O)n12	2	-9	11	-0.4	-6	5.0	-11	-0.8	-2	-0.4

Profiles as entered above. Order of screens: Tat export inh	MITF act	SR-BI uptake up	Ecoli viability	CAL PDZ FP-1	AddAB inh	SR-BI DiI inh	phage Ecoli inh	Wnt bcat act	CAL PDZ FP-2
Cc1ccc(NC(=O)C2CC(Cl)=CCC2C(=O)O)c([N+](=O)[O-])c1 (centres undefined) reads 1	12	-5	0.3	-3	-1.7	5	6.4	-2	0.0
COc1cccc(NC(=O)CCC(=O)Nc2cc(OC)c(NC(=O)c3cccs3)cc2OC)c1 reads -5	1	-13	x	3	x	13	2.3	1	-0.7
CC(NC(=O)c1ccc(F)cc1)C(=O)NC1=NCCS1 (centres undefined) reads -9	4	14	-0.3	-4	-0.5	-14	1.5	-2	0.1

(list continues)
SMILES	Tat export inh	MITF act	SR-BI uptake up	Ecoli viability	CAL PDZ FP-1	AddAB inh	SR-BI DiI inh	phage Ecoli inh	Wnt bcat act	CAL PDZ FP-2
CC(=O)Nc1ccc(S(=O)(=O)N(C)CC(=O)N2CCN(C(=O)c3ccco3)CC2)cc1	-7	10	-6	-1.1	-1	1.6	6	2.7	4	0.0
CC(C)(C)n1nnnc1C(c1cccnc1)N1CCN(c2ccccc2)CC1 (centres undefined)	-1	-7	-25	2.6	-3	1.1	25	2.7	x	-0.3
Cc1cc(N2CCOCC2)nc2ccc(NC(=S)N3CCCCC3C)cc12 (centres undefined)	0	7	-44	-0.4	-3	-0.5	44	1.0	-6	-1.7
O=C(COC(=O)c1ccco1)c1ccccc1	-5	41	x	2.0	x	2.0	x	1.8	-1	-1.5
Clc1ccc(CSc2nnc([C@@H]3CCCN3)o2)cc1Cl	-1	x	21	-0.1	1	2.7	-21	-0.8	-3	-0.2
Cc1cccc(N=C2CSC(=O)N2)c1	-5	-7	4	-2.6	-3	-1.2	-4	0.8	-2	-2.0
COc1ccc(OC)c(N2CC(O)(c3ccccc3)[N+]3=C2SCCC3)c1 (centres undefined)	-2	-5	5	0.3	-5	0.7	-5	1.5	-3	-0.2
CN(CCC#N)C(=O)COC(=O)c1ccc(Cl)cc1O	8	10	18	-0.5	-5	-0.8	-18	5.0	1	0.7
CSc1cccc(NC(=O)C(C)Sc2ccc(C)cc2)c1 (centres undefined)	7	-5	15	-1.2	x	-1.0	-15	3.3	-5	-0.2
COc1cccc(NC(=O)CSC(N)=O)c1	-13	2	3	1.6	-2	5.6	-3	4.2	8	-1.6
CC(C)C(NC(=O)C(c1ccccc1)c1ccccc1)c1nc2ccccc2[nH]1 (centres undefined)	-9	-33	-26	0.6	-7	-0.6	26	3.0	x	0.0
CCc1c(C)nc(SCC(=O)NNC(=O)Cc2ccc(OC)cc2)[nH]c1=O	2	-7	-20	0.3	-3	1.3	20	2.6	2	0.7
O=C(NNc1ccccc1[N+](=O)[O-])Nc1ccc(F)cc1F	1	3	10	-2.0	-1	2.7	-10	-0.5	1	-1.8
COc1cccc(C2c3[nH]c4ccccc4c3C[C@H]3C(=O)N(C4CC4)CC(=O)N23)c1 (some centres undefined)	-1	3	-63	-0.5	-2	2.5	63	-1.3	0	-0.2
NS(=O)(=O)c1ccc(N=Cc2c(O)c3ccccc3oc2=O)cc1	-5	-8	-8	0.0	3	2.6	8	2.2	-2	-1.7
O=C(CNC(=O)c1cccc(Br)c1)N/N=C/c1ccc2c(c1)OCO2	4	35	4	-1.3	-3	1.9	-4	1.1	0	-0.9
NNc1nc(Nc2ccccc2)nc(N2CCCCC2)n1	12	5	-6	-1.4	-3	-3.1	6	-0.7	x	-0.2
CC(O)CNCCCOc1cccc(Oc2ccccc2)c1 (centres undefined)	0	17	30	1.3	111*	0.4	-30	1.8	-4	134*
O=C(O)C(Cc1ccccc1)NS(=O)(=O)c1ccc(Cl)cc1 (centres undefined)	-3	6	7	-1.0	-2	-3.4	-7	2.8	-2	-3.5
CCc1n[nH]c(=S)n1/N=C/c1ccccn1	-18	x	4	-0.4	-3	-0.2	-4	1.2	0	0.8
Cc1cc(Cl)c(S(=O)(=O)N2CCN(c3ccc(F)cc3)CC2)cc1OCC(=O)NC1CCCCC1	-3	-1	-28	-1.4	-1	-0.8	28	3.6	-14	-0.9
COc1cccc2cc(C(=O)C3=C(O)C(=O)N(CCN(C)C)C3c3ccc(F)cc3)oc12 (centres undefined)	-4	7	15	-1.0	-4	0.4	-15	-1.7	-5	-3.8
C[C@]12CCC(=O)C[C@@H]1CC[C@@H]1[C@@H]2CC[C@]2(C)[C@@H](C(=O)COC(=O)CCC(=O)O)CC[C@@H]12	-2&4	-2&2	7	-1.3&2.7	167*!	-0.1&1.7	-7	1.4&2.8	1&-3	-0.9
O=C(CCc1cccc(Cl)c1)NC1CCCN(Cc2ccccc2F)C1 (centres undefined)	-8	x	-22	0.2	x	0.0	22	0.4	0	-0.8
Cn1cc(S(=O)(=O)CC(=O)Nc2ccc3c(c2)OCO3)c2ccccc21	3	-11	-6	-0.6	0	-0.9	6	0.8	x	0.5

Records listed above marked active in CAL PDZ FP-2:
SMILES | Tat export inh | MITF act | SR-BI uptake up | CAL PDZ FP-1 | SR-BI DiI inh | phage Ecoli inh | Wnt bcat act | CAL PDZ FP-2
CC(O)CNCCCOc1cccc(Oc2ccccc2)c1 (centres undefined) | 0 | 17 | 30 | 111* | -30 | 1.8 | -4 | 134*

(further entries)
SMILES	Tat export inh	MITF act	SR-BI uptake up	Ecoli viability	CAL PDZ FP-1	AddAB inh	SR-BI DiI inh	phage Ecoli inh	Wnt bcat act	CAL PDZ FP-2
O=C(CSc1ccc(F)cc1)Nc1ccccc1Br	0	39	10	1.3	-5	1.9	-10	2.0	1	-0.3
CCOC(=O)c1sc(-c2ccc(Cl)cc2)nc1O	1	x	x	0.6	x	1.8	x	1.7	2	-1.1
Cn1c(=O)c2c(ncn2CC(=O)OCC(=O)Nc2sccc2C(N)=O)n(C)c1=O	-5	-3	27	-1.3	-1	-1.4	-27	0.9	2	-1.4
O=C(O)c1ccc(N2CC3CC(C2)c2cccc(=O)n2C3)c(NC(=S)Nc2ccc(Cl)cc2Cl)c1 (centres undefined)	-6	-2	10	1.3	x	1.0	-10	3.4	-1	-1.3
Cc1onc(-c2ccccc2Cl)c1C(=O)NNC(=O)c1nn(C)cc1Cl	-2	16	-15	0.6	0	0.2	15	3.5	0	0.6
CCOC(=O)c1c(NC(=O)CSc2nc3ccccc3o2)sc(C)c1C	-1	7	9	1.2	0	1.3	-9	0.8	1	-1.6
O=C(COC(=O)c1ccc(F)c([N+](=O)[O-])c1)NC(=O)NCc1ccccc1	-3	-69	10	0.6	-6	2.0	-10	1.5	0	0.1
